MrgX1 ag – human MrgX1 receptor agonism, primary screen; MrgX1-HEK293 cells, Fluo-4 calcium fluorescence, agonist mode; hits give high values; B-score at 10 µM; 310,000 compounds, 0.44% hits; AID 588627;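 active = calcium response B-score plate-corrected fluorescence ratio at least 3 library SD, with starting fluorescence B-score inside 5 SD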
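Material – MrgX1-expressing HEK293 cells · Input – 15,000 cells seeded per well · Dosing – compound as first of three additions · Times – overnight seeding, then 1 h dark dye loading · Measured by – kinetic Fluo-4 NW fluorescence of intracellular calcium · Read-out – B-scored fluorescence response ratio · Benchmarks – positive and negative control wells on each plate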
TRPC6 inh – inhibitors of mouse TRPC6 channel; Q61143; B-score at 10 µM; 310,000 compounds, 1.1% hits; HEK293-TRPC6, membrane potential dye, ACh-evoked depolarization; hits give low values;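 active = B-score under library mean minus 3 SD, initial fluorescence not abnormally high, positive integrated signal ratio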;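 also: B-score derived from integrated fluorescence ratio over the kinetic read; more negative B-score means stronger inhibition of depolarization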
SKKanGAS inh – SKKanGAS growth inhibition | S. pyogenes SKKanGAS, kanamycin growth, BacTiter-Glo, 6 h | inhibition, % at 7.5 µM | 300,000 compounds, 1.3% hits | AID 1662;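 active = mean replicate score, as percent of positive control median, at least 50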;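 also: strain carries kanamycin resistance gene driven by streptokinase promoter and grows in 40 µg/ml kanamycin; loss of luminescence reflects streptokinase promoter inhibition or plain growth inhibition; 0% = median of DMSO wells and 100% = positive control at its reference dose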
HIF act – HIF pathway transcriptional activation | AID 1910 | 300,000 compounds, 0.32% hits | U2OS HRE-luciferase reporter, luminescence; normalized: DMSO 0%, desferrioxamine 100% | activation, % at 7.5 µM (by protocol);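 active = mean activation of at least 10% of the iron chelator positive control signal, with at least half of replicates also reaching 10%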
MrgX1 antagonist – antagonists of human MrgX1 receptor; MRGX1-HEK293 calcium flux, Fluo-4, BAM8-22 antagonism; hits give low values; B-score at 10 µM; 310,000 compounds, 1.3% hits; AID 588676;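 active = calcium-response B-score plate-corrected more than 3 library SD below zero, starting fluorescence within 5 deviations, no agonist response on first addition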;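 also: peak minus trough fluorescence over baseline after final BAM8-22 challenge near maximal dose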
RGS4 act – potentiators or activators of RGS4. HEK293 M3R/inducible RGS4, carbachol calcium flux Fluo4; hits give low values. B-score at 10 µM. 310,000 compounds, 0.92% hits. AID 463111;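 active = B-score of the integrated calcium signal more than 4 SD below the library mean, with starting fluorescence not abnormally high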;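 also: negative B-score means reduced calcium response which marks RGS4 activation or potentiation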
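System – HEK293 FlpIn-TREx cells, stable M3R, doxycycline-inducible RGS4 · Reagent – ECmax carbachol challenge · Times – compound preincubation 20 min at room temperature before agonist · Technique – Fluo4 fluorescence kinetic imaging of calcium · Measure – B score of integrated Fluo4 ratio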
Platelet DG rel – platelet dense granule release activity; human platelet-rich plasma, SFLLRN dense granule ATP release, luminescence; inhibition, %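 (compounds screened at 7.5 µM in platelet-rich plasma)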; 300,000 compounds, 0.22% hits; AID 1663;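 active = mean replicate score, as percent of positive control, at or above 50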
MrgX1 allo act – allosterically activates human MrgX1 receptor signaling | 310,000 compounds, 0.63% hits | MrgX1-HEK293, Fluo-4 calcium flux, FDSS; hits give high values | B-score at 10 µM;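 active = plate-corrected calcium response at least 3 library SD above typical, normal starting fluorescence, not activating the receptor alone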;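 also: compound read alongside a low EC10 to EC30 dose of BAM8-22 agonist; peak minus trough fluorescence over baseline measured at the second addition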
RGS4 block – inhibitors of human RGS4; P49798; HEK293 M3R/RGS4 inducible, Fluo-4 calcium flux; hits give high values; triggered by carbachol at its EC20; B-score at 10 µM; 310,000 compounds, 0.45% hits; AID 463165;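 active = B-score, a plate-corrected calcium signal, over three deviations above library mean, with baseline fluorescence within five deviations of library mean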;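 also: RGS4 expression induced by doxycycline in cells with stable M3 receptor; B-score is computed from the integrated fluorescence ratio over baseline after carbachol; higher B-score means a larger calcium signal and so more RGS4 inhibition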
TRPC4 block – TRPC4 (mouse) channel inhibition. AID 2247. B-score at 10 µM. Q9QUQ5. HEK293 TRPC4beta/mu-opioid, DAMGO-evoked Fluo4 calcium flux; hits give low values. 300,000 compounds, 0.39% hits;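 active = B-score over 3 SD under the library average, no early fluorescence shift, positive overall ratio signal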
Target sequence (Q9QUQ5 whole entry, looked up): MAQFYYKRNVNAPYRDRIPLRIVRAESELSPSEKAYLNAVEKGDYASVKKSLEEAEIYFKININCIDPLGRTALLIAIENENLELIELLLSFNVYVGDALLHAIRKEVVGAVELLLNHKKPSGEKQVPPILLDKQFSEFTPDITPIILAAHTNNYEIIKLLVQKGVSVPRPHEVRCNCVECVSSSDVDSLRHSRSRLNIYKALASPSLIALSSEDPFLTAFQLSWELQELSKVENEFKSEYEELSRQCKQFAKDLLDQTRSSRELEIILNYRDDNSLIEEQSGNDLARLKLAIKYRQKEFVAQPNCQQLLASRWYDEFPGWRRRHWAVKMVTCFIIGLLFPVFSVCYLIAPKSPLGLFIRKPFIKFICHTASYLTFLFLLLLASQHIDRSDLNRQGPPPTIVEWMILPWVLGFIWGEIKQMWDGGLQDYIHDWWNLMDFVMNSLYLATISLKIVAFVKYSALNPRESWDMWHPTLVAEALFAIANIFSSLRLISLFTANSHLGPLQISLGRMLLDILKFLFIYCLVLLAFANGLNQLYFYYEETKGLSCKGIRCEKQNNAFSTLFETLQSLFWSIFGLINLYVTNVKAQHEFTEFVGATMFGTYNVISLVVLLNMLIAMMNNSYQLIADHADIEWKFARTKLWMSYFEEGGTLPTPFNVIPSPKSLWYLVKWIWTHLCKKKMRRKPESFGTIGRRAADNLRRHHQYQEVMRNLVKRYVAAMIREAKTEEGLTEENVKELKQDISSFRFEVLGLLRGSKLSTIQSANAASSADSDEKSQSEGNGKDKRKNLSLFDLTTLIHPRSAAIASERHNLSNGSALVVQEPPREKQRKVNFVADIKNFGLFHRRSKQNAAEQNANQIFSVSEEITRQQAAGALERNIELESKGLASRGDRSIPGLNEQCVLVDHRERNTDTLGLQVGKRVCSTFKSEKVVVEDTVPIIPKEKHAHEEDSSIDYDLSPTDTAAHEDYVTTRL
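material = TRPC4beta/mu-opioid receptor HEK293 cell line | probe or stimulus = sequential submaximal and maximal DAMGO stimulation | compound dosing = one concentration per compound | measured by = Fluo4 Ca2+ flux fluorescence | evaluation = integrated fluorescence ratio relative to baseline, converted to per-well B score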
TRPC6 activator – activates the mouse TRPC6 cation channel; AID 2550; B-score at 10 µM; 310,000 compounds, 0.13% hits; Q61143; HEK293-TRPC6 membrane potential dye fluorescence; hits give high values;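 active = B-score of the integrated fluorescence ratio above library mean plus 3 SD, and starting fluorescence ratio within library mean plus 5 SD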;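 also: higher score means more depolarization so channel activation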
Starred values were filed as active, the others as inactive; i = inactive; / = no result given.

Below each compound: MrgX1 ag	TRPC6 inh	SKKanGAS inh	HIF act	MrgX1 antagonist	RGS4 act	Platelet DG rel	MrgX1 allo act	RGS4 block	TRPC4 block	TRPC6 activator
- Cc1cc(C)cc(C(=O)NCC(=O)OCC(=O)N2c3ccccc3NC(=O)C2(C)C)c1
  i	i	-1.0	0.3	i	i	-2.7	i	i	i	i
- Cc1ccc(S(=O)(=O)N2CCCC2C(=O)NCCc2nc3ccccc3[nH]2)cc1 (centres undefined)
  i	i	-1.7	-0.3	i	i	14.3	i	i	i	i
- Cc1ccc(C2=NCCn3c2c2ccc(C(F)(F)F)cc2[n+]3[O-])cc1
  i	i	-9.5	-0.9	i	i	-3.9	i	i	i	i
- Nc1cc(N)cc(C(=O)OCC(=O)Nc2cc(S(=O)(=O)N3CCCCC3)ccc2Cl)c1
  i	i	-4.0	0.2	i	i	-20.5	i	i	i	i
- COc1cccc(CNC(=O)N2CCN(c3ccccc3C)CC2)c1
  i	i	-1.3	0.0	i	i	2.6	i	i	i	i
- CC(NC(=O)[C@H](NC(=O)[C@@H]1Cc2ccccc2CN1)c1ccccc1)c1ccccc1 (some centres undefined)
  i	i	5.5	0.3	i	i	-2.9	i	i	i	i
- COc1ccc(-n2nc3cc(C)c(NC(C)=O)cc3n2)cc1
  i	i	-18.7	-0.4	i	i	10.5	i	i	i	i
- COc1cc(SC)ccc1C(=O)Nc1ccncc1
  i	i	-3.8	0.8	i	i	0.0	i	i	i	i
- CC(C)n1c(SCC(N)=O)nc2c1c(=O)[nH]c(=O)n2C
  /	i	2.9	0.6	/	i	2.6	/	i	i	i
- COc1ccc(S(=O)(=O)N2CCC(C(=O)NCc3cccnc3)CC2)cc1OC
  i	i	3.4	-32.7	i	i	-3.9	i	i	i	i
- Cc1cc(Nc2ccccc2Cl)n2nnnc2n1
  i	i	-4.0	0.8	i	i	-4.8	i	i	i	i
- CCc1cc(CNC(=O)c2cc(COc3ccc(C)nc3)on2)on1
  i	i	4.4	1.7	i	i	-5.4	i	i	i	i
- C=CCn1c(SCC(=O)NCc2cccs2)nnc1C1CCCCC1
  i	i	3.6	-0.6	i	i	7.4	i	i	i	i
- NC(=O)C1CCN(C(=O)CN2CCc3ccccc32)CC1
  i	i	-6.6	0.0	i	i	0.0	i	i	i	i
- CC[n+]1c(/C=C2\C=C(C)CC(C)(C)C2)sc2ccccc21
  i	i	-0.8	1.2	i	i	-2.2	i	i	i	i
- O=C(CCc1nc2ccccc2s1)Nc1cccnc1
  i	i	-3.2	-0.2	i	i	-7.5	i	i	i	i
- COc1ccc2c(=O)cc(-c3ccccc3F)oc2c1
  i	i	-9.0	/	i	i	/	i	i	i	i
- COc1ccc(C(=O)C2CCCN(Cc3cccn3-c3nccs3)C2)cc1OC (centres undefined)
  i	-5.25*	-3.3	-0.4	i	i	10.1	i	i	i	i
- CCOC(=O)C1=C(C)OC(N)=C(C#N)C1c1ccc(O)c(OC)c1 (centres undefined)
  i	i	-4.9	-1.1	i	i	-6.0	i	i	i	i
- COc1cc(N/N=C/c2ccccc2O)ncn1
  i	i	11.7	10.1*	i	i	-3.1	i	i	i	i
- CCOc1cc(C2C3=C(CC(C)(C)CC3=O)OC3=C2C(=O)CC(C)(C)C3)cc([N+](=O)[O-])c1O
  i	i	10.3	-0.9	i	i	10.0	i	i	i	i
- Cc1cc(C)nc(NS(=O)(=O)c2ccc(NC(=O)c3ccccc3[N+](=O)[O-])cc2)n1
  i	i	2.4	0.2	i	i	8.8	i	i	i	i
- CN1CCN(CC(O)COc2ccc(OCC(O)CN3CCN(C)CC3)cc2)CC1 (centres undefined)
  i	i	3.3	0.9	i	i	-0.7	i	i	i	i
- O=C(CSc1nc2c([nH]c3ccccc32)c(=O)n1-c1ccc(F)cc1)NCc1ccco1
  i	i	-2.0	0.1	i	i	-3.6	i	i	i	i
- CC1Cc2ccccc2N1C(=O)c1ccc(N2CCCCC2)c([N+](=O)[O-])c1 (centres undefined)
  i	-5.81*	7.0	1.1	-10.9*	i	2.8	i	i	i	i
- CN(c1cccc(NC(=O)COc2ccccc2)c1)S(C)(=O)=O
  i	i	10.5	1.6	i	i	0.7	i	i	i	i
- O=C(O)CC(Cc1ccc(Br)cc1)C(=O)O (centres undefined)
  i	i	-1.2	-0.1	i	i	-4.2	i	i	i	i
- Cc1cccc(N=Nc2c(N)n[nH]c2-c2ccc(Cl)cc2)c1
  i	i	12.9	-0.2	i	i	-1.9	i	i	i	i
- Cc1ccc(C)n1-c1nccc(-c2ccco2)n1
  i	i	-1.0	0.7	i	i	1.2	i	i	i	i
- COc1cc(C(=O)Nc2cccc(-n3cnnn3)c2)cc(Cl)c1OC
  i	i	5.5	-0.8	i	i	-7.1	i	i	i	i
- CC(C)C(NC(=O)/C(=C/c1ccco1)NC(=O)c1ccc(Br)o1)C(=O)O (centres undefined)
  i	i	0.4	0.9	i	i	2.4	i	i	i	i
- N#C/C(=C(/O)COC(=O)c1ccc2c(c1)OCCO2)c1nc2ccccc2[nH]1
  i	i	2.5	0.1	i	i	0.2	i	i	i	i
- O=C(CCN1CCOCC1)c1ccc(Cl)cc1
  i	i	-3.7	-0.6	i	i	-3.6	i	11.7*	i	i
- COc1cccc(/C=C/C(=O)Nc2ccc(N3CCOCC3)cc2)c1OC
  i	i	-9.4	0.9	i	i	1.9	i	i	i	i
- O=C1c2cccc3cccc(c23)C(=O)N1CCN1CCN(CC(O)COc2ccccc2)CC1 (centres undefined)
  i	-5.19*	2.8	-0.1	i	i	11.6	i	i	i	i
- O=C(CSc1nnc(-c2c[nH]c3ccccc23)n1-c1ccc(F)cc1)NCc1ccco1
  i	i	7.7	0.3	i	i	-2.1	i	i	i	i
- CCCn1c(SCC(=O)Nc2nnc(C)s2)nnc1-c1ccoc1C
  i	i	-3.0	-10.1	i	i	-1.1	i	i	i	i
- CCCCn1c(N)c(N(CCC(C)C)C(=O)c2ccc([N+](=O)[O-])o2)c(=O)[nH]c1=O
  i	i	6.1	0.6	i	i	-8.1	i	i	i	i
- Fc1cccc(/C=N/Nc2ccc(Cl)nn2)c1
  i	i	-3.9	1.1	i	i	-3.8	i	i	i	i
- COc1ccc(C(CC(=O)N2CCCC2)c2c(OC)cc(OC)c3ccc(=O)oc23)cc1 (centres undefined)
  i	i	2.5	-0.5	i	i	-1.4	i	i	i	i
- Cc1ccc(S(=O)(=O)N2CCCCC2)cc1
  i	i	-0.3	1.0	i	i	-5.9	i	i	i	i
- Cc1cc(=O)nc2c3ccccc3n(C(C)C(=O)NCCN3CCOCC3)n12 (centres undefined)
  i	i	-8.4	0.5	i	i	-1.1	i	i	i	i
- COc1cc(/C=C/[N+](=O)[O-])ccc1OC(=O)c1cc2ccccc2oc1=O
  i	i	0.9	-16.4	i	i	-1.2	i	i	i	i
- Cc1ccc(-n2c(C)cc3c2CC(C)(C)CC3=O)cc1C
  i	i	4.5	0.1	i	i	0.2	i	i	i	i
- CC(C)OCC(O)CN1CCN(C(c2ccccc2)c2ccccc2)CC1 (centres undefined)
  i	i	-9.8	-0.2	i	i	0.8	i	i	i	i
- Cc1cc2oc3c(c(=O)c2cc1C)C(c1cccc(Br)c1)N(Cc1ccco1)C3=O (centres undefined)
  i	i	13.8	-0.6	i	i	-0.3	i	i	i	i
- O=C(C1=NN[C@@H]2C(=O)N(c3ccccc3C(F)(F)F)C(=O)[C@H]12)c1ccc2ccccc2n1
  i	i	-0.4	-0.1	i	i	-1.9	i	i	i	i
- Cc1nc(-c2cccc3ccccc23)ccc1C(=O)O
  i	i	-1.5	-0.2	i	i	12.5	i	i	i	i
- Cc1oc(-c2ccccc2F)nc1CS(=O)CC(=O)NC1CCCCC1 (centres undefined)
  i	i	-2.2	-0.1	i	i	0.6	i	i	i	i
- COc1cccc(OCCNCc2ccccc2)c1
  i	i	-6.2	0.2	i	i	2.0	i	i	i	i

Going on with the list:
Below each compound: MrgX1 ag	TRPC6 inh	SKKanGAS inh	HIF act	MrgX1 antagonist	RGS4 act	Platelet DG rel	MrgX1 allo act	RGS4 block	TRPC4 block	TRPC6 activator
- CC(C)c1c(C(=O)N/N=C/c2ccc(-c3ccccc3)cc2)nnn1-c1nonc1N
  i	i	17.2	-0.1	i	i	18.8	i	i	i	i
- CCOc1cc(NC(=S)NC)c(OCC)cc1NC(=O)c1cccs1
  i	i	-2.6	-0.7	i	i	9.1	i	i	i	i
- Cc1cccc2cc(C#N)c(NCCNS(=O)(=O)c3ccccc3)nc12
  i	i	-8.5	-0.9	i	i	-14.5	i	i	i	i
- C=CCNC(=O)c1ccccc1NC(=O)Nc1ccccc1
  i	i	1.3	-0.1	i	i	4.7	i	i	i	i
- Nc1nnc(-c2ccco2)s1
  i	i	-2.4	/	i	i	11.1	i	i	i	i
- Cc1ccc(CNC(=O)CCS(=O)(=O)c2ccc3c(c2)CC(C)N3C(=O)C2CC2)cc1 (centres undefined)
  i	i	-4.2	2.0	i	i	2.8	i	i	i	i
- Cc1cc2sc3ccc(C#CC4(O)CCCCC4)cc3c(=O)c2cc1C
  i	i	24.7	-5.7	i	i	7.1	i	i	i	i
- COC(=O)c1ccc(C)c(N(CCO)CCO)c1
  i	i	-5.1	/	i	i	-4.6	i	i	i	i
- Cc1cc(C)nc(N2CCC(C(=O)NNC(=O)c3ccc(Cl)cc3)CC2)n1
  i	i	-4.9	-0.2	i	i	-0.1	i	i	i	i
- CCc1nc(Nc2ccc(F)cc2)c2oc3ccccc3c2n1
  i	i	1.2	-0.1	i	i	/	i	i	i	i
- Cc1ccc(NS(=O)(=O)c2ccc(CCC(=O)N3CCOCC3)cc2)cc1
  i	i	2.5	-0.6	i	i	-3.1	i	i	i	i
- COc1ccc(OC)c(S(=O)(=O)N2CCC(NC(=O)c3ccccc3)CC2)c1
  i	i	3.2	-1.7	i	i	-5.9	i	i	i	i

Screens as filed in PubChem.
